Assay outcomes (PubChem)
PTAP-TSG101 blk: qHTS Validation Assay for Inhibitors of HIV-1 Budding by Blocking the Interaction of PTAP/TSG101: Sytravon Library Screen; Fluorescence polarization, FITC-PTAP peptide/Tsg101, 20 min; Potency, µM (top dose mostly 115 µM), for inactives: top-dose activity change, negative = inhibition, most hits filed as inhibitors; 44,000 tested, under 10 active; further: potency means the concentration at half of the fitted maximal effect; 0% is about no effect
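The Tsg101 binding domain, at 10 uM final, is mixed with compound and a FITC peptide bearing the PTAP motif (50 nM final). After 20 min at r.t., polarization is measured; actives defined by CRC class, efficacy cut-off 60% inhibition.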
NTMT1 inh: Primary qHTS for Inhibitors of N-terminal methyltransferase 1 (NTMT1): MTaseGlo Assay; N-terminal Xaa-Pro-Lys N-methyltransferase 1 (Homo sapiens), Q9BV86; Potency, µM (highest dose often 114 µM), for the others: at the highest dose activity change, negative = inhibition, most hits filed as inhibitors; 59,000 compounds, 2.5% hits; AID 1645870, 2021; NTMT1 MTase-Glo SAH luminescence, purified enzyme;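 further: potency means the concentration at half of the fitted maximal effect; plate controls were DMSO vehicle for no effect and no enzyme for full effect; nearly all actives have a fitted effect of over 65% in size; many of its hits are not listed in these tables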
Target sequence (Q9BV86 whole entry, looked up): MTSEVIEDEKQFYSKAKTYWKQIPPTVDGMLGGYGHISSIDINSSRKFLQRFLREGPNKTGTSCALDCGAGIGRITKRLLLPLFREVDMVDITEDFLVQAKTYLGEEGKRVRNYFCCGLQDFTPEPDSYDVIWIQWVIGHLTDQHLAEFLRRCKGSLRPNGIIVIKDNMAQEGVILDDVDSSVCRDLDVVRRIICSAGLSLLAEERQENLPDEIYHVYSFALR
p53null 32C kill: qHTS Screen for Compounds that Selectively Target Cancer Cells with p53 Mutations: Cytotoxicity of p53 Null Cells at the Permissive Temperature | 55,000 compounds, 0.62% hits | H1299-neo p53 null cells, ATP luminescence, 24 h, 32C | Potency, µM (series often up to 46.1 µM), without a hit: at the top dose activity change, negative = cytotoxicity, actives largely listed as cytotoxic;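 further: potency means the concentration at half of the fitted maximal effect; 0% = DMSO only and -100% = full killing by 100 µM tamoxifen; nearly all actives have a fitted effect of over 55% in size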
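H1299-neo, 600 cells/well; overnight 37C; cpd up to 46 uM, 24 h at 32C; ATPlite luminescence after 20 min RT; normalized to DMSO (0%) and tamoxifen 100 uM (100% kill); Hill-fit AC50.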
p53null 39C tox: qHTS Screen for Compounds that Selectively Target Cancer Cells with p53 Mutations: Cytotoxicity of p53 Null Cells at the Nonpermissive Temperature; 55,000 compounds, 0.97% hits; H1299 p53-null (neo) cells, 39C, ATPlite viability, 24 h; Potency, µM (series often up to 46.1 µM), for inactives: at the highest dose activity, negative = cell killing, hits mostly cytotoxic;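 further: potency means the concentration at half of the fitted maximal effect; 0% = DMSO only and -100% = full killing by 100 µM tamoxifen; nearly all actives have a fitted effect of over 50% in size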
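Cells seeded at 600/well, 37C overnight. Compound added (up to 46 uM), plates shifted to 39C for 24 hr. ATPlite added, luminescence read after 20 min at room temperature.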
B2AR arrestin ag: qHTS assay of beta-arrestin-biased ligands of beta2-adrenergic receptor: NCGC Sytravon Library Screen; HTLA Tango cells, beta-arrestin recruitment, luciferase luminescence, 18 h; Beta-2 adrenergic receptor (Homo sapiens), P07550; AID 1347077, 2019; Potency, µM (series often up to 46.1 µM), without a hit: at the highest dose activation, usual class: activators; 44,000 tested, under 10 active;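 further: potency means the concentration at half of the fitted maximal effect; 0% = DMSO and full agonism = EC100 isoproterenol or metaproterenol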
Target sequence (P07550 whole entry, looked up): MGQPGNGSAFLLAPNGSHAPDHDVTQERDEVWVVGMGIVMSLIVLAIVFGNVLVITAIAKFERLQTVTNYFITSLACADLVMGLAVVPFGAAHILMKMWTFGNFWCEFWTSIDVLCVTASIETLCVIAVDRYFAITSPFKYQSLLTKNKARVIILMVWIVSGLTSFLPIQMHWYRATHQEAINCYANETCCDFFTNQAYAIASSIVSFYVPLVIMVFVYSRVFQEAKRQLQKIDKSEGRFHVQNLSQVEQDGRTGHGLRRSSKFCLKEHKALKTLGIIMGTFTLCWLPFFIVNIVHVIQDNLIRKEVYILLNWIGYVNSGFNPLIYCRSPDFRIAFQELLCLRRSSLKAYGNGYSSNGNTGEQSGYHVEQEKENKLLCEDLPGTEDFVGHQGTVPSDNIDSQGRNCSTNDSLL
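Ligand-induced beta-arrestin recruitment to recombinant beta2-AR is measured via a tTA-driven luciferase reporter in Tango cells after 18 hr compound exposure at 37 degrees C. Concentrations span up to 46 microM.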
GALK inh: qHTS Assay for Inhibitors of Human Galactokinase (GALK): NCGC Sytravon Library Screen; P51570; recombinant GALK, Kinase-Glo ATP luminescence, 1 h; Potency, µM (highest dose often 57.5 µM), inactives show top-dose activity, negative = inhibition, actives largely listed as inhibitors; 44,000 tested, under 10 active;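 further: plate controls were full GALK reaction for no effect and reaction lacking GALK for full effect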
Target sequence (P51570 whole entry, looked up): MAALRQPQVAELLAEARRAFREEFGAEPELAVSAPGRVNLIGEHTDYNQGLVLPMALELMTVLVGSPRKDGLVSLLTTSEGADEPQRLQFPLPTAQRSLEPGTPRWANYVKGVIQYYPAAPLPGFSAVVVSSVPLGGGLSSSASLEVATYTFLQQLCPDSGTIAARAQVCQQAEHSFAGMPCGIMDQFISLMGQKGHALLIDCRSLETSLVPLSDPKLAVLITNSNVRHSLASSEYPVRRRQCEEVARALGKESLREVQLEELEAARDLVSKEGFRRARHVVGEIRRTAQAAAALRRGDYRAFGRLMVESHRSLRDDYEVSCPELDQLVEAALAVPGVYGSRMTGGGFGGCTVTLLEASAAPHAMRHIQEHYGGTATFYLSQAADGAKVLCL
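Human GALK (5 nM) was incubated with 35 uM ATP and 100 uM galactose in 20 mM HEPES pH 8.0 with MgCl2, NaCl, DTT and BSA for 1 h at room temperature. Remaining ATP was measured by Kinase-Glo Plus luminescence.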
FH mod: Identification of activators of human fumarate hydratase by quantitative high-throughput screening. Fumarate hydratase, mitochondrial (Homo sapiens), P07954. FH coupled MDH/diaphorase resazurin fluorescence, 15 min. Potency, µM (series often up to 79.9 µM), for inactives: at the top dose activity change, negative = inhibition, hits mostly inhibitors. 54,000 compounds, 0.22% hits. AID 1347055, 2019; further: potency means the concentration at half of the fitted maximal effect; on the % scale 0 is the no-effect control and ±100 the full control effect; the screen sought activators but most active calls are inhibition curves; nearly all actives have a fitted effect of over 45% in size
* hit, by the source's call; ? = inconclusive; nt = not tested or not shown; [ ] = dose if it differs, or a comment. The call rests on the fitted dose curve; in most records, active means well fitted curve in the direction sought with a large enough effect; inconclusive means small, poorly fitted or top-dose-only effect, or another doubt; inactive means no such curve, though single readings can be large; an effect the other way counts as inactive or inconclusive. A portion of the library; the hit share may differ from the screen's.

Results follow in this order: PTAP-TSG101 blk | NTMT1 inh | p53null 32C kill | p53null 39C tox | B2AR arrestin ag | GALK inh | FH mod
Cc1ccc(C)c(Nc2nnc(-c3ccc(C)c(S(=O)(=O)N4CCN(C)CC4)c3)c3ccccc23)c1
 : -3% | 9% | 17% | -9% | -2% | 0% | ?
Cc1cc(C)c(NS(=O)(=O)c2ccc3c(c2)CC(C)N3C(=O)C2CCC2)c(C)c1 (configuration not stated)
 : -4% | 8% | 14% | -7% | 0% | 5% | ?
CC1CN(C(=O)Nc2ccc(C(=O)NCCc3ccccc3Cl)cc2)c2ccccc2S1 (configuration not stated)
 : 1% | 6% | 5% | -12% | -2% | 4% | -17%
Cn1c(=O)cc(SCC(=O)Nc2cccc(C#N)c2)c2ccc(Cl)cc21
 : 0% | -23% | -2% | 9% | 1% | 2% | -10%
Cc1ccc2nc(-c3ccc(Cl)c(NC(=O)c4ccc5c(c4)OCCO5)c3)oc2c1
 : -1% | 21% | -5% | 3% | 0% | 0% | -7%
COC(=O)CN1C(=O)CSc2ccc(S(=O)(=O)Nc3cccc(C)c3C)cc21
 : 0% | nt | 6% | -4% | 0% | 1% | nt
CC1CCN(S(=O)(=O)c2ccc3c(c2)N(CC(=O)NCCc2ccc(Cl)cc2)C(=O)CO3)CC1
 : -9% | 17% | ? | 7% | 1% | 7% | ?
CCN1c2ccccc2-n2cccc2C12CCN(C(=O)Nc1ccccc1Br)CC2
 : -8% | 2% | 14% | 29% | 0% | -6% | -9%
CCCN(CCC)C(=O)Cn1c(=O)n(-c2ccc(OC)cc2)c(=O)c2ccc(C(=O)NCc3ccc(C)cc3)cc21
 : 2% | 13% | 26% | 6% | -2% | -1% | -9%
Cc1ccc2nc(-c3cccc(Cl)c3)c(Nc3ccc4c(c3)OCO4)n2c1
 : -3% | -2% | -7% | 3% | 0% | 1% | -4%
O=C(NCc1ccccc1)C1CCN(C(=O)c2cnn(-c3ccccc3)c2-n2cccc2)CC1
 : -6% | -5% | 3% | -20% | 1% | 3% | -2%
CCc1ccc(CNC(=O)C2CCN(C(=O)N3CC(CC)Oc4ccc(C)cc43)CC2)cc1 (configuration not stated)
 : 3% | 13% | 0% | -10% | 0% | 2% | -18%
CC(=O)N1CCCc2cc(S(=O)(=O)NCc3ccc(N(C)C)cc3)ccc21
 : -2% | -14% | -4% | -6% | -1% | 1% | -7%
O=C(CSc1nnc(COc2ccc(Cl)cc2)o1)Nc1ccccc1
 : -5% | nt | 21% | 12% | -2% | 2% | nt
Oc1c(C(c2ccccc2)N2CCN(c3cccc(Cl)c3)CC2)sc2nc(-c3ccco3)nn12 (configuration not stated)
 : -1% | 4% | 23% | 20% | -1% | -1% | ?
COc1cccc(C(=O)Nc2cccc(C(=O)OCc3cc(=O)n4c(C)csc4n3)c2)c1
 : -1% | -1% | -3% | -18% | 0% | -1% | -33%
COc1ccc(C(=O)c2sc3nc(-c4ccc(C)cc4)cc(C(F)(F)F)c3c2N)cc1
 : -7% | 10% | -10% | -21% | 0% | 4% | -3%
Cc1ccc2c(=O)cc(C(=O)Nc3ccc(S(=O)(=O)Nc4onc(C)c4C)cc3)oc2c1C
 : -1% | 0% | -2% | 6% | 0% | 1% | ?
O=C(Cn1c(=O)oc2cc(S(=O)(=O)N3CCCCC3)ccc21)NCc1ccc(Cl)cc1
 : -8% | -2% | 0% | 5% | 0% | -1% | -12%
Cc1cccc(NS(=O)(=O)c2ccc3[nH]c4c(c3c2)CCCCCC4)c1
 : -3% | -1% | 65%[activator] | -9% | 0% | ? | ?
Cc1ccc(CCNC(=O)CCCn2c(=O)c3ccccc3n(Cc3ccccc3C)c2=O)cc1
 : 1% | 17% | 2% | -2% | ? | 5% | -5%
COc1cccc(NC(=O)c2sc3nc(C)c(C(=O)Nc4ccc(C)cc4C)c(-c4ccccc4Cl)c3c2N)c1
 : 1% | -12% | 9% | 3% | 0% | -3% | -11%
Cc1nn(-c2ccc(F)cc2)c(-n2cccc2)c1C(=O)N1CCN(c2ccc(F)cc2)CC1
 : 0% | ? | 8% | -9% | 0% | 1% | -21%
O=c1[nH]c(=O)n(C2CCCCC2)c(O)c1C1=Nc2ccccc2SC(c2ccc(Cl)cc2)C1 (configuration not stated)
 : -6% | 3% | -2% | 5% | -2% | 0% | 7%
Cc1ccc(C)n1-c1c(C(=O)NCCCN2CCN(c3ccc(F)cc3)CC2)sc2ncccc12
 : 0% | -1% | 8% | 80%[activator] | 0% | -1% | -8%
COc1ccc(C(=O)Nc2ccc3nc(SCC(=O)N(C)c4ccccc4)sc3c2)cc1
 : 0% | -3% | -8% | ? | -3% | 4% | -24%
Cc1cccc(Cc2c(C)nc3nc(SCc4cccc(F)c4)nn3c2C)c1
 : -5% | 4% | 14% | 25% | 0% | 0% | -18%
CCOC(=O)N1CCc2c(sc3c2c(=O)n(Cc2ccccc2)c(=O)n3CC(=O)Nc2ccc(C)c(C)c2)C1
 : -1% | 3% | 0% | -8% | 1% | -9% | -15%
CCc1nn(Cc2cc(C)ccc2C)c(=O)c2cc3cc(C)ccc3n12
 : -13% | 10% | -4% | -10% | -1% | -4% | 3%
O=C(c1ccccc1)N1c2nc(-c3ccco3)nn2C2(CCCCC2)[C@@H]2CCCC[C@@H]21
 : -2% | -2% | -2% | -21% | -3% | 1% | 11%
Cc1cn2c(=O)c(S(=O)(=O)N3CCN(c4cc(Cl)ccc4C)CC3)c(C)nc2s1
 : -4% | -4% | -3% | 18% | -1% | 1% | -1%
Cc1ccc(-n2ncc(C(=O)NCCN3CCOCC3)c2C2CCN(C(=O)OC(C)(C)C)CC2)c(C)c1
 : -1% | -15% | 10% | -8% | 1% | 3% | 7%
O=S(=O)(Nc1cccc(-c2ccc(N3CCCCCC3)nn2)c1)c1ccccc1F
 : -2% | nt | ? | ? | 0% | 0% | nt
Cn1nnnc1SCCCNCc1cc(Cl)ccc1OCc1ccccc1
 : -5% | -23% | -3% | -22% | -4% | 1% | 7%
Cc1ccccc1S(=O)Cc1ccc(C(=O)NC2CCCCCC2)o1 (configuration not stated)
 : 1% | 1% | 5% | -1% | 0% | 1% | -7%
COc1cccc(Cn2c(SCC(=O)N3CCN(c4ccc(F)cc4)CC3)nc3ccccc32)c1
 : -4% | -4% | -4% | 4% | 0% | -11% | 3%
Cc1ccc(NC(=O)C2CCCN(S(=O)(=O)c3ccc(C)cc3)C2)cc1 (configuration not stated)
 : -2% | 16% | 2% | -23% | -1% | 1% | 0%
Cc1ccc2nc(N(CCCN(C)C)C(=O)c3ccc(Br)s3)sc2c1
 : -10% | -24% | -16% | -26% | 0% | 1% | -6%
COc1ccc(NC2=C(c3ccc(C(F)(F)F)cc3)C(=O)c3ccccc32)cc1
 : 5% | -5% | 5% | -10% | -2% | -10% | ?
COc1c(C)cccc1C(=O)Nc1ccc(-c2nc3ccccc3s2)c(Cl)c1
 : 0% | -1% | ? | ? | 0% | 0% | 7%
CCOC(=O)c1c(N)n(-c2ccc(OCC)cc2)c2nc3ccccc3nc12
 : 1% | 5% | 20% | 5% | 1% | 4% | -8%
COc1ccccc1-n1c(SCC(=O)Nc2ccc(C)cc2)nc(O)cc1=O
 : -2% | -15% | 7% | -2% | 0% | 0% | -16%
CCN(CC)S(=O)(=O)c1ccc2c(c1)c(=O)c(C(=O)N(C)Cc1ccccc1)cn2C
 : -6% | 6% | -1% | 21% | 1% | 6% | -2%
Cc1cc(C)c2oc(C(=O)Nc3ccc(S(=O)(=O)N(C)c4ccccc4)cc3)cc(=O)c2c1
 : -5% | ? | 8% | -11% | -1% | 9% | -17%
Cc1ccccc1CNC(=O)c1cc2cc(S(=O)(=O)N3CCCCC3)ccc2n1C
 : -7% | 20% | -8% | 5% | 0% | -10% | -10%
Cc1ccc(CCNC(=O)c2ccc(CNS(=O)(=O)c3ccc(C)cc3)cc2)cc1
 : 2% | 7% | -10% | 34%[activator] | 0% | -1% | -14%
Cc1cccc(C)c1NC(=O)CSc1nc2ncccc2o1
 : -2% | 0% | 5% | -15% | 0% | 2% | -1%
COc1ccc(-c2cn3nc(N4CCC(C(=O)Nc5ccccc5OC)CC4)sc3n2)cc1
 : 3% | 8% | -14% | -13% | 1% | 2% | -3%
O=C(NCCn1ccc2ccccc21)c1ccc(Cl)cc1
 : 2% | -7% | -13% | -14% | 1% | 2% | -5%
COc1ccc(CNC(=O)C(=O)Nc2c3c(nn2-c2ccccc2)CSC3)cc1
 : 1% | 4% | 3% | 24% | -4% | 2% | 3%
O=C(NCC12CC3CC(CC(C3)C1)C2)c1cc2nc(-c3ccc(F)cc3)cc(C(F)(F)F)n2n1
 : -3% | -1% | -5% | 30%[activator] | -1% | 2% | -13%
Cn1nnc2c(N3CCN(c4cccc(Cl)c4)CC3)ncnc21
 : 0% | 5% | -5% | 8% | -4% | 1% | 1%
Cc1ccc(CNC(=O)c2ccc3c(c2)NC(=O)C(CS(=O)(=O)Cc2ccc(F)cc2)N3)cc1 (configuration not stated)
 : 4% | -21% | 3% | -12% | -1% | 0% | 3%
Cc1ccc(C)c(CN2CCC(CNC(=O)Nc3ccc(Br)cc3F)CC2)c1
 : 4% | -16% | -1% | ? | 0% | 0% | -11%
COC(=O)c1cc(C)nc2c1c(=O)nc(SCc1c(C)cc(C)cc1C)n2C1CC1
 : 0% | -9% | 41%[activator] | 13µM* | 0% | -1% | ?
COc1cccc(CNC(=O)COc2cc(=O)n(C)c3ccccc23)c1
 : -1% | -21% | -3% | -4% | 1% | 0% | -3%
CCc1cccc(NC(=O)Cn2nc(C)c3sc4ccccc4c3c2=O)c1
 : 1% | -1% | ? | ? | -2% | -1% | 31%
CCc1ccc(CNC(=O)C(C)n2ccc3cc(S(=O)(=O)N4CCCCCC4)ccc32)cc1 (configuration not stated)
 : -3% | 1% | 11% | 16% | 0% | 1% | -7%
COc1ccc(-c2cc(C(=O)Nc3sc4c(c3C(N)=O)CCCC4)no2)cc1
 : 1% | nt | 1% | -15% | 1% | 0% | nt
N#Cc1ccc(C(=O)Nc2cc3nn(-c4ccccc4)nc3cc2Cl)c(F)c1
 : -2% | 0% | -4%[9.22 µM] | -8% | 0% | 8% | -33%
COc1ccc(C2(CNC(=O)C(=O)Nc3ccc(C)c(Cl)c3)CCCC2)cc1OC
 : -1% | -4% | 3% | -10% | 0% | -12% | -15%
Cn1cnc(S(=O)(=O)N2CCC(C(=O)NCc3ccc(F)cc3)CC2)c1
 : -8% | 16% | 4% | 15% | 1% | 0% | 4%
